Screens (PubChem)
RMI FANCM FP – inhibitors of human RMI core complex binding to FANCM MM2. Fluorescence polarization, RMI core complex with F-MM2 peptide; active compounds read low. FP signal (polarization) at 33 µM. 70,000 compounds, 0.58% hits; in the data active = FP signal below about 40; note: inactives centre near 61; strong numbers were not always called active; unit not given here
Numbers without * were called inactive; & = joins results of further samples. These rows are one share of the data. The share of hits here may be higher or lower than overall.

SMILES	RMI FANCM FP
CC(C)Sc1n[nH]c(=O)n1-c1ccc2c(c1)OCCO2	55
CN1C=CC=C/C1=C(/C#N)c1nc2ccccc2[nH]1	61
COc1ccc(S(=O)(=O)N2CCCC(C(=O)Nc3cc(C)no3)C2)cc1 (centres undefined)	70
CCOc1ccc(S(=O)(=O)NCCN2CCOCC2)c2ccccc12	59
Cc1ccc(S(=O)(=O)N2CCCCC2CC(=O)Nc2nc3c(C)cccc3s2)cc1 (centres undefined)	79
Cn1c(=NC(=O)C(C)(C)C)sc2cc3c(cc21)OCCO3	77
CCN1C(=O)CCN(C)c2ccccc21	56
Cn1c(=O)[nH]c(=O)c2c1nc(CN1CCN(c3ccccc3F)CC1)n2Cc1ccccc1	56
Cc1ccccc1NC(=O)CC1SC(=Nc2ccccc2)N(S(=O)(=O)c2ccccc2)C1=O (centres undefined)	64
O=C(Nc1nnc(-c2ccc(Br)o2)o1)c1ccc2ncsc2c1	71
Cc1cccc(-n2cc[nH]c2=S)c1C	67
O=C(Cn1ncn2nc(-c3ccccc3)cc2c1=O)N1CCN(c2ccccc2F)CC1	73
Cc1cccc(C(=O)N(CCCN(C)C)c2nc3cc4c(cc3s2)OCO4)c1	92
O=C1NN=CC1CCCNC(=S)Nc1cccc(C(F)(F)F)c1 (centres undefined)	54
COc1ccc(S(=O)(=O)Nc2ccc3c(c2)CCC(=O)N3CCC(C)C)c(C)c1	65
CCCCn1c(SCC(=O)NCc2ccco2)nc2c(-c3ccccc3)c[nH]c2c1=O	69
CSc1ccc(NC(=O)c2ccc(Cl)s2)cc1	70
COc1ccc(Cl)c2sc(NC(=O)c3cc(Cl)sc3Cl)nc12	53
O=C(NCc1cccs1)C(=O)NCC(c1ccc2c(c1)OCO2)N1CCN(c2ccccc2)CC1 (centres undefined)	56
COc1ccccc1N(CC(O)CN1CCN(C)CC1)S(=O)(=O)c1ccccc1 (centres undefined)	63
CC(C)(C)c1cc(NC(=S)NC(=O)c2ccccc2)n[nH]1	48
O=C(c1ccccc1)c1ccc(OCC(O)CN2CCN(S(=O)(=O)N3CCCCC3)CC2)cc1 (centres undefined)	64
CN(C)c1ccc(CCNC(=O)COc2ccccc2F)cc1	71
O=c1c2ccccc2n(Cc2nc(-c3cccc(Cl)c3)no2)c(=O)n1CCc1ccccc1	140
Cc1nc2ccc3nc(NC(=O)C4CCN(S(C)(=O)=O)CC4)sc3c2s1	64
CCOC(=O)N1CCN(C(=O)CSc2nnc(C)c(=O)n2N)CC1	57
Cc1ccc(C(=O)NC2=N/C(=C(/C#N)C(=O)Nc3ccccc3)c3ccccc32)cc1	65
CCc1ccc2nc(N(CCN(C)C)C(=O)c3ccc4ncsc4c3)sc2c1	70
Cn1cc(NC(=O)Nc2ccc3c(c2)OCO3)c2ccccc21	52
Cc1ccc(N=c2scc(-c3ccc(Cl)cc3)n2CCN2CCOCC2)c(C)c1	54
COc1cc2c(cc1OC)C(C)=NCC2	51
CC1(C)C(=O)C=C[C@@]2(C)C1CC(=O)[C@@]1(C)C3=CC(=O)O[C@@H](c4ccoc4)[C@]3(C)CCC12 (some centres undefined)	61
Cc1cccc(N2CCN(S(=O)(=O)CCNC(=O)c3ccco3)CC2)c1	61
O=C(Cc1cc(=O)[nH]c(SCc2ccccc2)n1)NCc1ccco1	64
COc1ccccc1-c1nnc(NC(=O)c2c(F)cccc2F)o1	62
O=c1[nH]c(=S)[nH]c2ccccc12	55&55
Cn1cccc1C(CNC(=O)C(=O)NCc1ccc(F)cc1)N1CCc2ccccc2C1 (centres undefined)	64
O=C(/C=C/c1ccc(-c2cccc(Br)c2)o1)c1ccco1	77
Cc1ccc(-c2csc3nnc(SCC(=O)c4ccc5c(c4)OCCO5)n23)cc1C	82
Cc1cc2ccccc2n1CCNC(=O)/C=C/c1ccccc1	62
CNC(=O)Cc1cc(=O)[nH]c(SCC(=O)Nc2ccccc2C)n1	60
Cc1ccc(-c2c(C)sc3ncnc(-n4nc(C)cc4N)c23)cc1	74
COc1ccc(C)c2sc(NC(=O)c3cccc(C(=O)Nc4nc5c(OC)ccc(C)c5s4)n3)nc12	70
CN1CCCc2cc(C(CNC(=O)COc3ccccc3F)N3CCOCC3)ccc21 (centres undefined)	64
Cc1nc(C)c(-c2ccnc(N)n2)o1	58
O=C(/C=C/c1cc2c(cc1Br)OCO2)c1ccccn1	56
Cn1cnc(S(=O)(=O)Nc2ccc(N3CCCCC3)cc2)c1	53
O=C(NS(=O)(=O)c1ccc(Br)cc1)c1ccccc1	58
CCOc1ccc(CC(=O)NCCn2ncc3c(=O)n(Cc4ccccc4F)cnc32)cc1	64
Cc1ccc(-c2nsc(SCC(=O)Nc3cc(C(F)(F)F)ccc3Cl)n2)cc1	134
COC(=O)c1nc(N)sc1C(=O)c1ccc(OC)cc1	73
COc1ccc(NC(=O)CSc2n[nH]c(N)n2)cc1	75
CC(C)(C)CC(=O)Nc1ccc2c(c1)CN(C(=O)c1ccccc1)CC2	70
COc1coc(C(=O)Nc2ccc(C)c(Cl)c2)cc1=O	61
CNc1nn(CC(=O)Nc2c(C)cccc2C)c(N)c1-c1nc(-c2ccc(C)cc2)no1	62
O=C1CN(C(=O)CSc2nnc(-c3ccccc3)c(-c3ccccc3)n2)c2ccccc2N1	66
CCOc1ccc(C(=O)Nc2nnc(-c3ccc(Br)cc3)s2)cc1OCC	80
Cc1ccc2oc(C(=O)Nc3ccccc3[N+](=O)[O-])c(C)c2c1	60
Cc1cc(C)c(NS(=O)(=O)c2ccc(NC(=O)/C=C/C(=O)O)cc2)c(C)c1	66
O=c1[nH]cc(C(F)(F)F)c(=O)[nH]1	44
The list goes on.
SMILES	RMI FANCM FP
FC(F)(F)c1cc(-c2cccs2)nc(SCc2nc3ccccc3[nH]2)n1	62
CC(C)(C)c1csc(NC(=O)c2ccc(C(=O)c3ccccc3)cc2)n1	57
COc1ccc(N2CCN(C(=O)C(=O)Nc3ccc(F)c(F)c3)CC2)cc1	54
O=C(Nc1ccc(OC(F)(F)F)cc1)N1CCN(c2ccc3nnc(C4CC4)n3n2)CC1	64
CCOC(=O)c1cnn(-c2ccc(C(=O)Nc3cccc(C)c3C)cn2)c1N	84
N#CCC(=O)NNC(=S)Nc1ccccc1	48
CCCCC/C=C\CC(O)/C=C/c1cccc(CC(O)CCCCO)n1 (centres undefined)	57
COc1cc2cc(C(=O)NC3CCCCC3)cc(-c3ccc(C)cc3)c2cc1OC	60
COC(=O)c1ccc(S(=O)(=O)NNC(=O)c2c(O)c3sccc3[nH]c2=O)n1C	52
COc1cccc2sc(Nc3nc(-c4ccc(Cl)s4)cs3)nc12	177
Cc1ccc(C)c(CN2CCN(c3nc4c(c(=O)[nH]c(=O)n4C)n3C/C=C/c3ccccc3)CC2)c1	99
COc1cccc(C(=O)NCCn2ncc3c(=O)n(Cc4ccc([N+](=O)[O-])cc4)cnc32)c1OC	66
Cc1cc(NCC(O)c2ccc([N+](=O)[O-])cc2)nc(-n2nc(C)cc2C)n1 (centres undefined)	54
O=S(=O)(NCCSCc1ccco1)c1cc(S(=O)(=O)c2ccccc2)cs1	60&53
Cc1ccccc1NC(=O)CN1C(=O)c2ccccc2OC(C)C1=O (centres undefined)	70
COc1ccc(Cl)cc1NC(=O)CS(=O)(=O)c1cccs1	64
N/C(=N/OS(=O)(=O)c1ccc(C(F)(F)F)cc1)C1CSCCS1 (centres undefined)	54
O=C(NCC(c1ccco1)N1CCc2ccccc21)c1ccccc1F (centres undefined)	54
O=C(COc1ccccc1)N1CCN(c2ccc(-c3ccccc3)nn2)CC1	71
CC[C@H](C)[C@H]1O[C@]2(CC[C@@H]1C)C[C@@H]1C[C@@H](C/C=C(\C)[C@@H](O[C@H]3C[C@H](OC)[C@@H](O[C@H]4C[C@H](OC)[C@@H](O)[C@H](C)O4)[C@H](C)O3)[C@@H](C)/C=C/C=C3\CO[C@@H]4[C@H](O)C(C)=C[C@@H](C(=O)O1)[C@]34O)O2	54
O=C1COCC(=O)N1c1ccc2c(c1)OCO2	58
COc1ccc(OC)c(-c2ccc(N3CCN(S(=O)(=O)c4cccnc4)CC3)nn2)c1	67
CC(=O)Oc1ccc(N(C(C)=O)S(=O)(=O)c2ccc(Cl)cc2)cc1	53
COc1ccc(CC(=O)Nc2sc3c(c2-c2nc4ccccc4s2)CCN(C(C)C)C3)cc1	55
O=C(Nc1ccc(-c2cnco2)cc1)Nc1ccc(Cl)c(Cl)c1Cl	64
Cc1nnc2ccc(OCCNS(C)(=O)=O)nn12	66
O=C(O)CCn1c2ccccc2c2ccccc21	60
CN(C)CCCNc1nc2ccc(F)cc2s1	73
NNC(=O)c1nc(COc2ccccc2Cl)no1	56
COc1cc2nc(N(CCCN(C)C)C(=O)c3ccc(C(=O)c4ccccc4)cc3)sc2cc1OC	111
COc1ccc(C)c2sc(NCCCN(C)C)nc12	71
COc1cccc(OC)c1C(=O)Nc1cc(-n2c(C)nc3ccccc3c2=O)ccc1F	52
Cc1cc(N2CCN(CC(=O)c3ccc(Cl)cc3)CC2)c2ccccc2n1	71
COc1ccc2sc(N(CCCN3CCOCC3)C(=O)c3ccno3)nc2c1	70
O=C(NCC(c1cccnc1)N1CCc2ccccc2C1)c1cccc(F)c1 (centres undefined)	58
COc1ccc(S(=O)(=O)Nc2ccc(N=Nc3ccccc3)cc2)cc1	53
COc1ccccc1C(=O)Nc1nnc(-c2ccc(Br)s2)o1	68
CCc1ccc(-c2cc3c(SCC(=O)Nc4ccc(Br)cc4)nccn3n2)cc1	114
CC1(C)CC(NS(=O)(=O)c2cccc3ccccc23)CC(C)(C)N1	78
C/C=C/c1ccc(OC2OC(CO)C(O)C(O)C2NC(C)=O)c(OC)c1 (centres undefined)	63
CCS(=O)(=O)c1ccc(O)c(NC(=O)Nc2ccc(C(C)(C)C)cc2)c1	55
O=C(c1csc2nc(-c3ccc(F)cc3)cn12)N1CCc2ccccc2C1	69
CN(Cc1ccccc1)S(=O)(=O)c1ccc(C(=O)Nc2cccc(Cl)c2Cl)cc1	62
COc1ccc(Cn2c(SCC(=O)NCCC(C)C)nc3c(sc4ncccc43)c2=O)cc1	62
COc1ccc2nc(NC(=O)C=C(C)C)sc2c1	62
Cc1ccc(S(=O)(=O)c2nc(SCc3ccco3)sc2N2CCOCC2)cc1	64
Cc1nc(SCc2ccccc2F)[nH]c(=O)c1CC(=O)NC1CC1	70
O=C(NC(=S)Nc1ccc2c(c1)CCC2)c1ccccc1	58
COc1ccc2oc(=O)c(C(=O)OCCN3CCN(S(=O)(=O)c4ccc(C)cc4)CC3)cc2c1	70
NCC1OC(O[C@@H]2[C@H](O)C(OC3C(O)C(N)CC(N)C3OC3OC(CO)C(O)C(O)C3N)O[C@@H]2CO)C(N)C(O)C1O (some centres undefined)	53
COc1ccc(OC)c2sc(N(CCCn3ccnc3)C(=O)c3ccco3)nc12	51
CC(=O)N1CCC(=O)N(Cc2ccccc2)c2ccccc21	65
CCC(C)NC(=O)Cc1csc(SCc2cc(OC)cc(OC)c2)n1 (centres undefined)	65
CCCN1CCCc2cc(CCNC(=O)C(=O)NCc3ccccc3Cl)ccc21	94
COc1ccc(Cl)cc1NC(=O)CCCSc1ccc(NC(=O)C2CC2)nn1	76
CCN(CC)CCNC(=O)c1c(O)nc2scc(C)n2c1=O	53
NC(=O)c1ccccc1NC(=O)NC1CC(=O)N(c2ccc(F)cc2)C1 (centres undefined)	59
Cn1c(=O)c2c(ncn2Cc2nnc(-c3ccccc3)o2)n(C)c1=O	53
CCOC(=O)/C(C#N)=C/c1ccc(-c2cccs2)s1	82&55
Cc1ccc(NNC(=O)C2CCC2)cc1C	61
Remaining list, next part.
SMILES	RMI FANCM FP
CS(=O)(=O)c1noc(-c2ccc(Cl)cc2)c1C#N	58
COC(=O)C12CC3CC(C1)CC(c1ccc([N+](=O)[O-])cc1)(C3)C2	61
COc1ccc(CN=C(C#N)C2=C(O)c3ccccc3C2=O)cc1	54
O=C(CN1C(=O)/C(=C/C=C/c2ccccc2)SC1=S)NNC(=O)c1ccccc1O	59
CCOc1cccc2sc(N(CCn3nc(C)cc3C)C(=O)c3ccc(C#N)cc3)nc12	65
O=C1NC(=S)S/C1=C/c1ccc(Sc2ccc(Cl)cc2)c([N+](=O)[O-])c1	51
CC(C)(C)c1ccc(S(=O)(=O)Nc2ccc(C(=O)NCc3ccco3)cc2)cc1	75
CC[C@H](CC[C@@H](C)[C@H]1CC[C@H]2[C@@H]3CC=C4C[C@@H](O)CC[C@]4(C)[C@H]3CC[C@]12C)C(C)C	56
O=[N+]([O-])c1cccnc1Sc1nnc(CSCc2cccc3ccccc23)n1-c1ccccc1	50

3 structures out of the list, sorted by molar mass, low to high.
SMILES	RMI FANCM FP
CS(=O)(=O)c1noc(-c2ccc(Cl)cc2)c1C#N	58
COC(=O)C12CC3CC(C1)CC(c1ccc([N+](=O)[O-])cc1)(C3)C2	61
CC[C@H](CC[C@@H](C)[C@H]1CC[C@H]2[C@@H]3CC=C4C[C@@H](O)CC[C@]4(C)[C@H]3CC[C@]12C)C(C)C	56

Among those listed so far, these have an NH in an aromatic ring.
SMILES	RMI FANCM FP
CC(C)Sc1n[nH]c(=O)n1-c1ccc2c(c1)OCCO2	55
CN1C=CC=C/C1=C(/C#N)c1nc2ccccc2[nH]1	61
Cn1c(=O)[nH]c(=O)c2c1nc(CN1CCN(c3ccccc3F)CC1)n2Cc1ccccc1	56
Cc1cccc(-n2cc[nH]c2=S)c1C	67
CCCCn1c(SCC(=O)NCc2ccco2)nc2c(-c3ccccc3)c[nH]c2c1=O	69
CC(C)(C)c1cc(NC(=S)NC(=O)c2ccccc2)n[nH]1	48
O=C(Cc1cc(=O)[nH]c(SCc2ccccc2)n1)NCc1ccco1	64
O=c1[nH]c(=S)[nH]c2ccccc12	55&55
CNC(=O)Cc1cc(=O)[nH]c(SCC(=O)Nc2ccccc2C)n1	60
COc1ccc(NC(=O)CSc2n[nH]c(N)n2)cc1	75
O=c1[nH]cc(C(F)(F)F)c(=O)[nH]1	44
FC(F)(F)c1cc(-c2cccs2)nc(SCc2nc3ccccc3[nH]2)n1	62
COC(=O)c1ccc(S(=O)(=O)NNC(=O)c2c(O)c3sccc3[nH]c2=O)n1C	52
Cc1ccc(C)c(CN2CCN(c3nc4c(c(=O)[nH]c(=O)n4C)n3C/C=C/c3ccccc3)CC2)c1	99
Cc1nc(SCc2ccccc2F)[nH]c(=O)c1CC(=O)NC1CC1	70
